# Screening data as filed in PubChem BioAssay.
# Rtt109 HAT inh: blocks Candida albicans Rtt109/Vps75 acetyltransferase activity. AID 540336. purified Rtt109/Vps75, ThioGlo CoA-SH fluorescence, 4 h. actives 0.16% (n = 330,000). inhibition, % at 34.9 µM;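 active = inhibition of at least 50% in every replicate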
# PvdQ inh: P. aeruginosa PvdQ acylase inhibition; purified PvdQ acylase, fluorescence plate reader; inhibition, % at 10 µM; actives 0.063% (n = 340,000); AID 488965; in the data active = inhibition above about 30%, passing the limit was not always enough;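 also: 0% = vehicle neutral wells and 100% = reference inhibitor wells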
# SUMO Mot1 rescue: SUMOylation pathway inhibition by Mot1-301 growth rescue; S. cerevisiae Mot1-301 growth rescue, ATP luminescence, 38.5C; percent above DMSO median, 100 means doubled; growth rescue, % at 18.8 µM; actives 1% (n = 320,000);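 active = every valid replicate shows activation above 250% relative to neutral control wells; inactive = the rest, any valid replicate at or below 250%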;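 also: OY570 slx delta 5 strain wells were the positive control but not used for scaling; some compounds called inactive have numbers as strong as hits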
# RTF Ca sens act: cardiac RTF calcium sensitization | P19429+P45379 | IANBD-labeled TnC RTF fluorescence at EC20 calcium; 0% EC20 calcium, 100% full calcium | activation, % at 7.2 µM | actives 0.24% (n = 340,000);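 active = activation above the mean over all tested compounds plus 3 SD, cut at about 30% in these data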;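 also: rise in fluorescence read as greater calcium sensitivity of cardiac thin filaments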
# NSD2 HMT inh: inhibitors of human histone methyltransferase NSD2; actives 0.54% (n = 310,000); inhibition, % at 12.5 µM; NSD2 peptide methylation, AlphaScreen, 120 min; O96028; in the data active = inhibition above about 50%
# PfHsp90 yeast 2: reduces growth (ATP signal) of yeast expressing P. falciparum Hsp90. actives 0.32% (n = 310,000). inhibition, % at 9.4 µM. S. cerevisiae expressing PfHsp90, BacTiter-Glo ATP, 48 h; yeast lacking PDR1 and PDR3 efflux regulators;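 active = every replicate shows inhibition above about 80%, whatever the replicate mean, limit read from the data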;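 also: 0% = DMSO neutral controls and 100% = 20 µM radicicol positive controls; yeast relying on Plasmodium falciparum Hsp90 in place of its own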
# CDK5 p35 inh: CDK5/p35 (human) kinase inhibition | inhibition, % at 10 µM | Q00535+Q15078 | Recombinant CDK5/p35, ADP-Glo luminescence, 60 min | actives 0.01% (n = 330,000);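 active = highest replicate inhibition of at least 50% and at least 75% of replicates reaching 50%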;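 also: plate controls were DMSO neutral control for no effect and GW8510 at 10 µM for full effect; many of its hits are not listed in these tables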
# Target sequence (Q00535 whole entry, looked up): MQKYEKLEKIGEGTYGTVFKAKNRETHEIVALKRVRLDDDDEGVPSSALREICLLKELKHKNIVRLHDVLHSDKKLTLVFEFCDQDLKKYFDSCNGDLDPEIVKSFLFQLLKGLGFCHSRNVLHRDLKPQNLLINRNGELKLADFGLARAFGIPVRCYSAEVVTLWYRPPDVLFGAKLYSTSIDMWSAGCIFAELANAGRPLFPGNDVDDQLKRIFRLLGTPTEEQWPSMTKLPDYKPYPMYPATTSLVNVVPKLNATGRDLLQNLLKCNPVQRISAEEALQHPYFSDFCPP
# Target sequence (Q15078 whole entry, looked up): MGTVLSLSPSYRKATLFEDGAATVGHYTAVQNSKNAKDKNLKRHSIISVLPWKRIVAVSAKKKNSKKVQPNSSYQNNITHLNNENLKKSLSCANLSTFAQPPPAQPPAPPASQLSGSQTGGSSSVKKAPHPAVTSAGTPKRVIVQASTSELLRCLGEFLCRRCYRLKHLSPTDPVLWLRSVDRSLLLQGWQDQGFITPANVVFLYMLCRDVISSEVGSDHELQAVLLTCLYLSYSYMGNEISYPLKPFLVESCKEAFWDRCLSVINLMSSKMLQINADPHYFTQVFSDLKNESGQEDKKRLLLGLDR
# RTF Ca sens inh: cardiac RTF calcium desensitization. actives 0.12% (n = 340,000). inhibition, % at 7.15 µM. P19429+P45379. IANBD-labeled cardiac RTF, Ca2+ fluorescence. AID 493244;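 active = inhibition above the mean inhibition of all tested compounds plus 3 SD, cut at about 17% in these data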;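 also: assay run at fixed EC70 calcium of 1.6 mM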
# dFosB activator: enhances mouse delta FosB homodimer DNA binding. purified delta FosB, TAMRA-CDK5 oligo fluorescence polarization; percent of positive-control signal above neutral wells. activation, % at 25 µM. actives 0.99% (n = 340,000);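 active = mean activation above about 17%, with every replicate also reaching it, limit read from the data, passing the limit was not always enough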;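 also: fluorescence polarization rise as delta FosB binds a TAMRA Cdk5 AP-1 oligo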
# Target sequence (P13346 whole entry, looked up): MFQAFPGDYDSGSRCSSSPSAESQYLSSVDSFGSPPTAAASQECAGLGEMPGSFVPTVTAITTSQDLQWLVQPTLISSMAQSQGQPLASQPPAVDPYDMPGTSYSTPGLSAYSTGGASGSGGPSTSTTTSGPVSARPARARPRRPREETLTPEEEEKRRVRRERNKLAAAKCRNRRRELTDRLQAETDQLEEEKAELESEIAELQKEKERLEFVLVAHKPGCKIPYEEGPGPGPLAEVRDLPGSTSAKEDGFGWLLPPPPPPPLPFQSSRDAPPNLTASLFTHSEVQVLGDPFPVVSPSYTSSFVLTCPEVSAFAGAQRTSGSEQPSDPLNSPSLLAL
# C-LANA FP: inhibitors of KSHV LANA C-terminal domain DNA binding | AID 504423 | MBP-C-LANA/FAM-LBS DNA binding, fluorescence polarization | actives 0.078% (n = 340,000) | inhibition, % at 9 µM;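 active = highest replicate inhibition at or above 60% at 9 µM, even if other replicates fall short; inactive = all replicates below 60% inhibition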;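 also: 0% = neutral control wells and 100% = 4 µM acridine orange control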
# Keap1 Nrf2 FP: inhibitors of human Keap1-Nrf2 protein-protein interaction; Keap1 Kelch-Nrf2 peptide fluorescence polarization, 1536-well; inhibition, % at 9.4 µM; actives 0.15% (n = 340,000); AID 504523; in the data active = inhibition above about 12%;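 also: human Keap1 Kelch domain with fluorescein labeled Nrf2 9mer peptide probe; 0% = neutral control wells and 100% = peptide positive control; higher means more block of Keap1 binding to Nrf2 peptide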
# Numbers without * were called inactive; . = not tested or not shown.
SMILES,Rtt109 HAT inh,PvdQ inh,SUMO Mot1 rescue,RTF Ca sens act,NSD2 HMT inh,PfHsp90 yeast 2,CDK5 p35 inh,RTF Ca sens inh,dFosB activator,C-LANA FP,Keap1 Nrf2 FP
COc1cc2c(cc1OC)-c1cc(Nc3ccccc3C)nc(=O)n1CC2,0,-10,12,3,0,9,0.0,-2,-2,12,-6
CCCOc1ccc(CC(=O)N/N=C\c2ccc(F)cc2)cc1,3,0,-17,6,1,-4,1.1,-1,-2,-1.3,4
CC(C)(C)c1ccc(OC(=O)Cn2c(C(F)(F)F)nc3ccccc32)cc1,-6,-3,6,-4,3,1,-0.8,-3,5,-0.1,-1
COc1ccc(C(=O)Nc2c(O)ccc3ccccc23)cc1OC,1,2,4,-5,4,16,0.1,-1,0,-1.4,-2
O=C(C1CCCN(c2nnc(-n3cccc3)s2)C1)N1CCN(c2ccccc2)CC1 (centres undefined),25,-10,7,0,.,0,-0.2,-2,-13,-0.8,2
CCOC(=O)C1CCN(Cc2nnc(-c3ccccc3C)o2)CC1,3,-7,-1,-2,-3,-8,-1.4,1,1,0.2,-6
CCNS(=O)(=O)c1ccc(NC(=S)NCc2ccco2)cc1,-3,-1,4,10,0,-2,0.7,-8,-3,0.2,-3
COCC(C)OC(=O)c1c(N)n(CCCN2CCOCC2)c2nc3ccccc3nc12 (centres undefined),1,-21,12,1,-4,9,-9.7,1,0,1.9,-4
CCc1noc(C)c1C(=O)NNC(=O)c1nn(CC)c(=O)c2ccccc12,.,-19,3,10,-1,4,0.2,-3,9,.,.
N#Cc1c(F)cccc1NCc1cccs1,-24,15,-4,6,-3,-6,-0.3,-9,0,-0.3,6
c1ccc(-c2cccc(-c3ccccn3)n2)nc1,-18,-14,6,-3,0,146*,-2.8,-7,-4,0.1,2
C/C(CC(=O)Nc1cc(C)ccn1)=N\NC(=O)c1cccc(F)c1,-5,6,-2,-3,-3,12,7.4,-15,-8,-3.6,1
Cc1ccc(C)c(NC(=O)COC(=O)c2nn(C)c(=O)c3ccccc23)c1,6,-10,8,-6,-2,4,1.8,-9,2,0.0,0
COc1ccccc1C(=O)NCCOc1ccc(C(C)(C)C)cc1,-8,-11,0,-1,-4,-37,-4.3,-11,-16,-0.8,-4
CCOC(=O)C1=C(C)SC2=NS(=O)(=O)CCN21,2,-3,-4,0,0,-25,-0.8,-6,5,-0.1,1
Brc1ccc(CN2CCCCCC2)cc1,-3,-9,-16,3,1,5,-1.9,0,-6,-0.6,0
COCC(C)n1c(C)cc(C(=O)CSc2nnnn2-c2ccc(O)cc2)c1C (centres undefined),-5,-10,18,-4,-1,-23,0.0,-3,-7,0.0,4
O=C(COC(=O)CCC(=O)c1ccc(F)cc1)NC1CCCCC1,1,12,7,-6,.,7,1.7,0,5,-0.9,-4
O=C(Nc1ccc(F)cc1)C1CCC(N2C(=O)c3ccccc3C2=O)CC1 (centres undefined),6,-3,7,-3,15,.,-1.4,16,13,1.5,1
CCOC(=O)c1c(-c2ccc(C)cc2)csc1NC(=O)CCN1CC(C)OC(C)C1 (centres undefined),10,7,145,5,0,9,2.8,-11,-1,-0.9,0

# Ordered by the number under Rtt109 HAT inh (largest number first): some entries from above
molecule,Rtt109 HAT inh
CCOC(=O)C1CCN(Cc2nnc(-c3ccccc3C)o2)CC1,3
COc1cc2c(cc1OC)-c1cc(Nc3ccccc3C)nc(=O)n1CC2,0
Brc1ccc(CN2CCCCCC2)cc1,-3

# Back to the main list with the 2 entries that preceded the break.
SMILES,Rtt109 HAT inh,PvdQ inh,SUMO Mot1 rescue,RTF Ca sens act,NSD2 HMT inh,PfHsp90 yeast 2,CDK5 p35 inh,RTF Ca sens inh,dFosB activator,C-LANA FP,Keap1 Nrf2 FP
O=C(Nc1ccc(F)cc1)C1CCC(N2C(=O)c3ccccc3C2=O)CC1 (centres undefined),6,-3,7,-3,15,.,-1.4,16,13,1.5,1
CCOC(=O)c1c(-c2ccc(C)cc2)csc1NC(=O)CCN1CC(C)OC(C)C1 (centres undefined),10,7,145,5,0,9,2.8,-11,-1,-0.9,0
O=C1c2ccccc2NC(c2ccc3c(c2)OCCO3)N1c1ccc2c(c1)OCCO2 (centres undefined),-8,-1,-12,-2,.,-48,-0.9,-1,-6,-2.2,-4
CCCOc1cccc(OCCSc2nc(C)cc(=O)[nH]2)c1,-5,6,8,2,-4,4,-1.3,-3,-6,2.3,2
O=C(O)c1cccc(-c2ccc(/C=N/NC(=O)C3COc4ccccc4O3)o2)c1 (centres undefined),20,11,0,-10,2,-22,1.8,-3,-2,1.0,-2
Cc1nc2ccccc2c(=O)n1-c1ccc(NS(=O)(=O)c2ccc(F)cc2)cc1,4,-15,9,-1,-2,7,-1.0,-3,-13,0.8,1
CN(C)C(=O)CCc1ccc2c3c([nH]c2c1)[C@]1(CCC2CCCC2)[C@@H](C(=O)N2CCOCC2)C[C@H](CC(=O)NCC24CC5CC(CC(C5)C2)C4)C(=O)N1CC3,-6,-2,.,1,.,-6,-1.0,-4,-8,-0.3,-2
O=C(CCC(=O)N1CCN(c2ccc(Cl)c(Cl)c2)CC1)c1ccccc1,-8,-1,19,4,-2,3,-1.0,4,-14,-1.2,-2
COc1ccc(CC(=O)Nc2cccc(C(=O)NN3C(=O)c4ccccc4C3=O)c2C)cc1,19,4,-3,-3,-2,-4,0.7,0,3,-0.3,-1
CCO[C@@H]1OC(C(=O)NCc2nc3ccccc3[nH]2)=C[C@H](C2CCCCC2)[C@H]1CCCO,9,-12,-5,5,.,4,-0.7,-6,-6,0.7,-3
Cc1ccc(C)c(NCc2n[nH]c(=S)n2-c2ccccc2)c1,6,10,-9,-8,2,-3,1.5,10,4,1.6,4
CC(C)NCC(O)COCc1ccc(Cl)cc1 (centres undefined),-20,-12,548,3,17,2,2.4,-2,-12,0.8,-4
CCN(c1ccccc1)S(=O)(=O)c1ccc(C(=O)Nc2cccc(C)n2)cc1,-5,10,-3,3,-2,-12,0.2,-1,-6,1.1,1
COC(=O)Cc1[nH]n(-c2nc3ccccc3s2)c(=O)c1C(C)=Nc1ccc(C)cc1,.,2,.,-5,0,13,1.2,-6,-2,-0.6,-6
Cc1cc(C)nc(N2CCN(CC(=O)NCc3ccccc3)CC2)n1,-4,-19,-17,0,3,-36,1.8,-3,5,-0.5,1
FC(F)Sc1nc(-c2ccccc2)c(-c2ccccc2)n1C(F)F,-10,-1,-6,-2,-2,-2,0.2,-12,-2,-0.2,-1
OCCN1CCN(CC(O)COCC2COc3ccccc3O2)CC1 (centres undefined),-3,0,-39,8,-1,-4,-1.0,-1,-6,-0.8,-5
CCCCc1ccc(NC(=O)CSc2nc(=O)n(CCN(CC)CC)c3c2CCCC3)cc1,0,0,5,-18,66*,17,0.2,-4,-7,3.3,-2
O=C(COc1ccc(Br)cc1)N1CCc2ccccc21,-3,3,48,-3,-3,-4,1.4,4,4,-0.9,-3
O=C(Cn1c(=O)oc2ccccc21)Nc1ccc(Br)cc1,0,8,20,-11,2,0,-0.1,-5,1,-4.1,1
CCc1cc(C(=O)NCC(C)(C)N2CCOCC2)sc1C,-24,-11,21,0,0,-5,0.5,-11,-3,-0.5,-7
CC(=C/c1ccccc1)/C=N/Nc1nc(N2CCOCC2)nc(N2CCOCC2)n1,-4,-5,17,-3,0,24,-1.8,-7,-6,-1.8,-7

# In the list so far, four contain an aryl thioether with sulfur outside any ring:
SMILES,Rtt109 HAT inh,PvdQ inh,SUMO Mot1 rescue,RTF Ca sens act,NSD2 HMT inh,PfHsp90 yeast 2,CDK5 p35 inh,RTF Ca sens inh,dFosB activator,C-LANA FP,Keap1 Nrf2 FP
COCC(C)n1c(C)cc(C(=O)CSc2nnnn2-c2ccc(O)cc2)c1C (centres undefined),-5,-10,18,-4,-1,-23,0.0,-3,-7,0.0,4
CCCOc1cccc(OCCSc2nc(C)cc(=O)[nH]2)c1,-5,6,8,2,-4,4,-1.3,-3,-6,2.3,2
FC(F)Sc1nc(-c2ccccc2)c(-c2ccccc2)n1C(F)F,-10,-1,-6,-2,-2,-2,0.2,-12,-2,-0.2,-1
CCCCc1ccc(NC(=O)CSc2nc(=O)n(CCN(CC)CC)c3c2CCCC3)cc1,0,0,5,-18,66*,17,0.2,-4,-7,3.3,-2

# Two records picked at random from those above, as already listed:
SMILES,Rtt109 HAT inh,PvdQ inh,SUMO Mot1 rescue,RTF Ca sens act,NSD2 HMT inh,PfHsp90 yeast 2,CDK5 p35 inh,RTF Ca sens inh,dFosB activator,C-LANA FP,Keap1 Nrf2 FP
COc1ccc(C(=O)Nc2c(O)ccc3ccccc23)cc1OC,1,2,4,-5,4,16,0.1,-1,0,-1.4,-2
CN(C)C(=O)CCc1ccc2c3c([nH]c2c1)[C@]1(CCC2CCCC2)[C@@H](C(=O)N2CCOCC2)C[C@H](CC(=O)NCC24CC5CC(CC(C5)C2)C4)C(=O)N1CC3,-6,-2,.,1,.,-6,-1.0,-4,-8,-0.3,-2

# (further entries)
SMILES,Rtt109 HAT inh,PvdQ inh,SUMO Mot1 rescue,RTF Ca sens act,NSD2 HMT inh,PfHsp90 yeast 2,CDK5 p35 inh,RTF Ca sens inh,dFosB activator,C-LANA FP,Keap1 Nrf2 FP
CCN1CCN(C(c2ccccc2F)c2nnnn2Cc2ccc3c(c2)OCO3)CC1 (centres undefined),7,-1,6,1,2,16,-0.8,-7,-2,1.8,3
Cc1ccc(C(O)(c2ccccc2)c2ccccc2C(C)N(C)C)c(C)c1 (centres undefined),-7,6,-29,0,.,.,5.2,8,-4,-10,-2
Cc1nc(Nc2cccc(O)c2)c2oc3ccccc3c2n1,-4,3,-21,-9,-2,-15,1.4,-1,6,0.2,-4
NC(N)=Nc1nc(CCN2C(=O)c3ccccc3C2=O)cs1,2,-24,-16,2,-3,-4,1.9,-7,-8,-1.2,0
O=C(NC(Cc1ccccc1)C(=O)O)/C(=C/c1ccc(Cl)cc1)NC(=O)c1ccccc1 (centres undefined),19,7,-4,-1,1,2,1.1,-8,-8,-1.3,-1
O=[N+]([O-])c1ccc(/C=N/NC(=S)Nc2ccccc2)o1,4,3,-12,-3,4,9,3.8,-8,-10,1.5,-2
CN(C)S(=O)(=O)c1cccc(-c2csc(=Nc3ccccc3)n2CCCN2CCOCC2)c1,-2,-8,4,2,5,4,-1.9,3,-7,-1.3,1
O=C(O)CCC(=O)NNC(=O)c1ccc([N+](=O)[O-])cc1,.,7,3,-1,-2,-9,2.7,2,-2,2.0,-2
CCOC(=O)c1c(-c2ccccc2)csc1NC(=O)CSc1nnc(C)s1,-13,-3,4,-4,-2,-10,0.3,-9,-8,1.1,1
N#Cc1c[nH]n2c(=O)c3c(nc12)CCC3,1,-2,-7,1,4,-10,0.5,-4,-3,-0.2,-3
